# PLK1 PBD inh: blocks phosphopeptide binding to human PLK1 polo-box domain. AID 720504. Plk1 PBD binding of FITC phosphopeptide, fluorescence polarization. Potency, µM, for the others: max response, negative = inhibition, most hits filed as inhibitors. 2.8% of 360,000 active. P53350; also: potency is read from the fitted curve at half-maximal effect; series mostly up to about 57 µM; % is scaled to controls: 0 for no effect and ±100 for the full control effect; nearly all actives have a fitted effect of over 65% in size
# PI5P4K alpha inh: blocks human PI5P4K alpha kinase activity. P48426. AID 652105. max response, %. 1.2% of 330,000 active. PI5P4Kalpha enzyme, ADP-Glo luminescence, 60 min; hits give low values; active = max response of -50% or lower; inconclusive = between -30% and -50%; inactive = -30% or higher; also: value at the top dose of about 77 µM; % is scaled to controls: 0 for no effect and ±100 for the full control effect
#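 Human PI5P4Kalpha with substrate in 0.038 M HEPES pH 7.4, 0.28 mM EGTA, 0.1% CHAPS, 5% DMSO; reaction started with 5 microM ATP (final), 60 min at room temperature. ADP formed read by ADP-Glo luminescence.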
# IL-2 act: activates IL-2 in a cell-based reporter assay | 0.065% of 360,000 active | activation, % (series mostly up to about 46 µM) | AID 652025 | IL-2 activation reporter assay, cell-based qHTS; stimulated with anti-CD3/CD4/CD28 beads; in transgenic mouse T cells; in the data active = activation above about 50%; inconclusive = mostly about 30% to 49%; also: 0% is about no effect
#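 Quantitative HTS in unstimulated transgenic mouse T cells, with memory T cells as non-tolerant control and PMA/ionomycin as tolerance-bypass control. Compound pretreatment lasted 60 minutes before 18 h bead stimulation; EGFP/DsRed fluorescence read.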
# CCT modulator: cytosolic chaperonin activity modulation | 0.3% of 360,000 active | AID 651819 | activity change, % (concentration not given with the values), hits read low | purified chaperonin ATPase assay, HTRF ADP detection, 30 min; in the data active = activity change below about -30%; also: % is scaled to controls: 0 for no effect and ±100 for the full control effect
#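 TRiC at 40 or 20 nM final (batch-dependent) in 30 mM Tris pH 7.4, 100 mM KCl, 5 mM MgCl2, 1 mM DTT, with compound at single 76 uM and 10 uM ATP, 30 min at 37 deg C. ADP detected by HTRF Transcreener, 665/615 ratio.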
# EPAC1 ag: agonists of human EPAC1; O95398; EPAC1 agonist qHTS, biochemical assay; response scale: 100% = response to 6.5 mM cAMP; Potency, µM (top dose mostly 154 µM), without a hit: at the highest dose activation, most hits filed as activators; 0.073% of 360,000 active; also: potency is read from the fitted curve at half-maximal effect; nearly all actives have a fitted effect of over 60% in size
#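 Nucleotide exchange assay: 100 nM EPAC1 with 250 nM Rap1B loaded with BODIPY-GDP and 50 uM GDP, room temperature. Fluorescence (480/540 nm) read every 5 min for 30 min; signal change normalized to 6.5 mM cAMP as full agonist.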
# WRN helicase inh: blocks human WRN helicase; Q14191; WRN helicase unwinding, fluorescent forked duplex, kinetic; Potency, µM (highest dose often 114 µM), for the others: top-dose activity change, negative = inhibition, usual class: inhibitors; 0.46% of 360,000 active; AID 651768; also: potency is read from the fitted curve at half-maximal effect; % is scaled to controls: 0 for no effect and ±100 for the full control effect; nearly all actives have a fitted effect of over 55% in size
#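 WRN at 20 nM final preincubated with compound 15 min at room temperature; reaction started with 100 nM fluorophore/quencher forked duplex oligonucleotide and 2 mM ATP final. Unwinding followed kinetically by red fluorescence (ex 525, em 598 nm).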
# EPAC2 ag: agonists of human EPAC2 (RAPGEF4); EPAC2 activation, biochemical qHTS; response scale: 100% = 6.5 mM cAMP response; Potency, µM (titrated, usually from 154 µM), without a hit: top-dose activation, most hits filed as activators; 0.079% of 360,000 active; also: potency is read from the fitted curve at half-maximal effect; nearly all actives have a fitted effect of over 50% in size
# Target sequence (Q8WZA2 whole entry, looked up): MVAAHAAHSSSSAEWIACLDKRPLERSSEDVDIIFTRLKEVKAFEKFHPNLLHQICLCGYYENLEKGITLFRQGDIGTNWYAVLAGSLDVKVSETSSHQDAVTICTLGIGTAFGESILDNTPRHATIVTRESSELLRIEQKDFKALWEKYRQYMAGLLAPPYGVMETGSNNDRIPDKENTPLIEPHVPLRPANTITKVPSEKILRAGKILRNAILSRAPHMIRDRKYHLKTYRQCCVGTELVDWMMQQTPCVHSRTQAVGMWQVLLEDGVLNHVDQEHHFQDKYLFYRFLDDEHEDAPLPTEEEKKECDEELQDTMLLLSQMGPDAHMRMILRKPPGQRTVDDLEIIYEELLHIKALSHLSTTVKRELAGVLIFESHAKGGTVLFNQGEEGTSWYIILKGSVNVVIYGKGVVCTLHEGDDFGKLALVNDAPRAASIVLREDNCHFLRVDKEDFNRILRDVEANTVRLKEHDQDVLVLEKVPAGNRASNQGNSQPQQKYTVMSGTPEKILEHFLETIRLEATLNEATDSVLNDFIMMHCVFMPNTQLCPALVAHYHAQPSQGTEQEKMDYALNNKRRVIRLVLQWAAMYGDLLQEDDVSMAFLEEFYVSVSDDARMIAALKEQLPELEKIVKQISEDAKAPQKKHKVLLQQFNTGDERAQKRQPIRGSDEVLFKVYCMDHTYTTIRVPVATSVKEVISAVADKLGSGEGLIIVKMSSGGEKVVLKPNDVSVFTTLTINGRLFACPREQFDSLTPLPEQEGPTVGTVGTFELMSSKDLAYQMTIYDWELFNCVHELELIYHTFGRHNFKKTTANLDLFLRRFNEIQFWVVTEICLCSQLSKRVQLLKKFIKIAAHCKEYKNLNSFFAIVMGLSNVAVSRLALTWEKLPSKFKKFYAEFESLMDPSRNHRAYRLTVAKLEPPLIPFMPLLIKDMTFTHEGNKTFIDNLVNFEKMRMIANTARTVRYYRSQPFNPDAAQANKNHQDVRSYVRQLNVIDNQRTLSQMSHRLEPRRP
#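 Setup: EPAC2 100 nM, labeled Rap1B complex 250 nM, free GDP 50 uM. Compound titrations pinned in, brief spin, 5 min room temperature incubation. Kinetic fluorescence read over 30 min, normalized to 6.5 mM cAMP.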
# EPAC1 antag: EPAC1 (human) antagonism; O95398; EPAC1 GEF assay, Rap1b-BODIPY-GDP exchange fluorescence; Potency, µM (top dose mostly 115 µM), without a hit: at the highest dose activity change, negative = inhibition, most hits filed as inhibitors; 0.14% of 360,000 active; AID 720709;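 also: potency is read from the fitted curve at half-maximal effect; plate controls were vehicle for no effect and positive control for full effect; nearly all actives have a fitted effect of over 50% in size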
# * = called active by the depositor; ? = inconclusive; . = not tested or not shown; [ ] = remark or other dose. Unless noted, calls follow the shape of the dose curve; as a rule, active = well fitted curve in the direction sought with a large enough effect; inconclusive = small, poorly fitted or top-dose-only effect, or another doubt; inactive = no such curve, though single readings can be large; an effect the other way counts as inactive or inconclusive. Some of the compounds tested, so the mix of outcomes need not match the whole.
SMILES,PLK1 PBD inh,PI5P4K alpha inh,IL-2 act,CCT modulator,EPAC1 ag,WRN helicase inh,EPAC2 ag,EPAC1 antag
CCOC(=O)C1=C(C)NC(=O)NC1c1ccc2c(c1)OCCO2 (stereo not drawn),-12%,3,-1.7,2.3,2%,-3%[57.1 µM],6%,10%
Cc1noc(NS(=O)(=O)c2ccc(N)cc2)c1C,3%,13,-0.5,-3.9,-13%,3%,0%,-8%
CCOC(=O)C(=CNc1cc(Cl)c(-c2ccco2)c(Cl)c1)C(=O)OCC,-12%,2,0.2,-0.1,6%,-6%,14%,-19%
CCOC(=O)N1CCN(C(=O)CSc2nnc(-c3ccc(C)c(C)c3)o2)CC1,-2%,3,-2.2,-1.6,1%,2%,-3%,-5%
COc1ccc(NC(=S)Nc2ccc(OCc3ccccc3)cc2)cc1OC,-10%,-3,1.4,-4.3,6%,3%,5%,-5%
CSC(C1CCCC1)n1nnc2ccccc21 (stereo not drawn),-4%,4,0.1,-3.1,-20%,-3%,8%,-6%
CCOc1ccc(CN(C)C(=O)c2ccc3ccccc3n2)cc1,-1%,11,-1.6,-1.8,6%,-4%,0%,2%
Cc1ccn(CCC(=O)Nc2ccc(-c3ccno3)cc2)n1,-5%,-2,0.9,-5.1,18%,3%,14%,-9%
C=CCn1c(SCC(=O)NCCOC)nnc1-c1cc2c(s1)CCC(CC)C2 (stereo not drawn),2%,-4,-1.4,-0.8,4%,4%,-7%,-3%
O=C(NCc1cccnc1)c1cccc(S(=O)(=O)N2CCOCC2)c1,-15%,-2,3.5,-0.7,-1%,-8%,-3%,-17%
O=C(OCCNC(=O)c1ccc2ccccc2n1)c1cccnc1,0%,.,1.6,-1.8,-2%,3%[57.1 µM],-5%,7%
COc1ccc(CN(CC(=O)NCc2ccc(F)cc2)C(=O)CCC(=O)Nc2cc(C)ccn2)cc1,-16%,-8,0.2,-1.5,-15%,4%,0%,-16%
Cc1cccc(-c2nc(CSCC(=O)N3CCN(c4ccccn4)CC3)c(C)o2)c1,-12%,-2,-1.1,-3.1,6%,-7%,12%,2%
Cc1csc(=O)n1CCC(=O)OCC(=O)N(C)c1c(N)n(Cc2ccccc2)c(=O)[nH]c1=O,-1%,1,-1.9,0.2,-2%,2%,8%,8%
CCOc1cc(NC(=S)NCCCOC)c(OCC)cc1NC(=O)c1ccco1,-4%,6,-0.5,0.9,-10%,-14%,12%,-2%

# Pulled by structure from above (six):
SMILES,PLK1 PBD inh,PI5P4K alpha inh,IL-2 act,CCT modulator,EPAC1 ag,WRN helicase inh,EPAC2 ag,EPAC1 antag
Cc1ccn(CCC(=O)Nc2ccc(-c3ccno3)cc2)n1,-5%,-2,0.9,-5.1,18%,3%,14%,-9%
Cc1noc(NS(=O)(=O)c2ccc(N)cc2)c1C,3%,13,-0.5,-3.9,-13%,3%,0%,-8%
O=C(NCc1cccnc1)c1cccc(S(=O)(=O)N2CCOCC2)c1,-15%,-2,3.5,-0.7,-1%,-8%,-3%,-17%
CCOC(=O)C(=CNc1cc(Cl)c(-c2ccco2)c(Cl)c1)C(=O)OCC,-12%,2,0.2,-0.1,6%,-6%,14%,-19%
CCOc1ccc(CN(C)C(=O)c2ccc3ccccc3n2)cc1,-1%,11,-1.6,-1.8,6%,-4%,0%,2%
COc1ccc(NC(=S)Nc2ccc(OCc3ccccc3)cc2)cc1OC,-10%,-3,1.4,-4.3,6%,3%,5%,-5%

# Continued.
SMILES,PLK1 PBD inh,PI5P4K alpha inh,IL-2 act,CCT modulator,EPAC1 ag,WRN helicase inh,EPAC2 ag,EPAC1 antag
Cc1cccc(NC(=O)CSCc2c(C)noc2C)c1C,-7%,-2,1.4,1.3,-5%,11%,1%,9%
COC(=O)c1ccc2[nH]c(C)cc(=O)c2c1,0%,-8,-0.6,-1.4,9%,2%,5%,7%
Cc1ccccc1S(=O)(=O)Nc1nc2ccccc2nc1Cl,-8%,-4,1.9,-9.5,-7%,-2%,-1%,-11%
COc1ccc(N(Cc2cc3ccccc3[nH]c2=O)S(C)(=O)=O)cc1,-7%,0,1.3,-4.3,9%,4%,-14%,-5%
CN(C)c1ccc(N=Cc2nc(-c3ccccc3)oc2OC(=O)c2cccc(Cl)c2)cc1,3%,-7,21,0.1,-2%,-10%,?,-5%
Cc1ccc(/C=N/NC(=S)NC(C)C)o1,-20%,-11,-0.8,1.7,-3%,-7%,-5%,-8%
O=C(NCCc1c[nH]c2ccccc12)c1ccc(-n2cnnn2)cc1,-13%,5,0.5,1.8,12%,?,14%,-9%
Cc1ccc(NC(=S)Nc2cc(C(=O)O)ccc2N2CC3CC(C2)c2cccc(=O)n2C3)cc1C (stereo not drawn),-29%,-12,-1.3,-4.0,-3%,-6%,12%,-18%
CCOC(=O)c1ccc(N=c2sc(C(=O)OC)cc(=O)n2Cc2ccco2)cc1,-11%,-8,-4.5,0.5,8%,-13%,8%,-10%
Cn1cc(C(=O)c2ccc(Cl)cc2Cl)cc1C(=O)N/N=C(\N)COc1ccc(Cl)cc1Cl,3%,1,-0.1,-1.2,6%,-4%,-6%,-16%
CS(=O)(=O)Nn1cnc2ccccc2c1=O,-3%,1,0.7,0.8,9%,-20%,11%,-12%
CN(C(=O)COC(=O)c1ccc(Cl)cc1N)C1CCCCC1,-3%,-8,0.7,0.3,1%,5%,-8%,9%
O=C(Nc1cccc(O)c1)c1ccc(Br)c(S(=O)(=O)N2CCCCC2)c1,-1%,.,-3.3,-2.5,2%,6%,-8%,5%
COc1cc(/C=C2\CCn3c2nc2cc(C(=O)O)ccc2c3=O)ccc1OC(F)F,-6%,?,-0.2,1.4,?,-18%,-7%,?
CC(C)N(C(=O)COC(=O)[C@H](C)NC(N)=O)c1ccccc1,-6%,2,-0.6,-12,5%,-3%,8%,2%

# An excerpt of these results, tab-delimited:
canonical_smiles	PLK1 PBD inh	PI5P4K alpha inh	IL-2 act	CCT modulator	EPAC1 ag	WRN helicase inh	EPAC2 ag	EPAC1 antag
CCOC(=O)c1ccc(N=c2sc(C(=O)OC)cc(=O)n2Cc2ccco2)cc1	-11%	-8	-4.5	0.5	8%	-13%	8%	-10%
COc1ccc(N(Cc2cc3ccccc3[nH]c2=O)S(C)(=O)=O)cc1	-7%	0	1.3	-4.3	9%	4%	-14%	-5%
O=C(NCCc1c[nH]c2ccccc12)c1ccc(-n2cnnn2)cc1	-13%	5	0.5	1.8	12%	?	14%	-9%
CN(C(=O)COC(=O)c1ccc(Cl)cc1N)C1CCCCC1	-3%	-8	0.7	0.3	1%	5%	-8%	9%

# (listing goes on)
SMILES,PLK1 PBD inh,PI5P4K alpha inh,IL-2 act,CCT modulator,EPAC1 ag,WRN helicase inh,EPAC2 ag,EPAC1 antag
COCCCNc1nc2nonc2nc1N1CCN2CCCC2C1 (stereo not drawn),-10%,-3,0.3,1.8,6%,0%,3%,-20%
CC(C)(C)c1cccc(Oc2nn[nH]n2)c1,-9%,.,2.5,-0.7,-1%,-7%,8%,-10%
CCCCCC(=O)NNC1CC(=O)N(c2cccc(OCC)c2)C1=O (stereo not drawn),-4%,8,1.6,-2.8,10%,-13%,6%,4%
CC(=O)Nc1cccc(C(=O)/C=C/c2ccc(N(C)C)cc2)c1,47%[activator],1,12,-7.0,-4%,?,6%,23%
O=c1cc(CN2CCN(S(=O)(=O)c3ccc4c(c3)OCCO4)CC2)c2ccc(O)cc2o1,-8%,.,-1.2,-3.5,18%,-20%,22%,?
CC(=O)Nc1ccc(C(=O)N/N=C/C2CC3C=CC2C3)cc1 (stereo not drawn),0%,-4,-2.0,-6.6,-4%,-9%,4%,-17%
Cc1ccc(S(=O)(=O)NCCC(=O)Nc2cccc(Cl)c2)cc1,0%,5,-1.9,1.2,-3%,-2%,3%,-9%
CN1CCN(c2ccc(C(=O)c3ccc(F)cc3)cc2)CC1,-11%,-5,-0.2,-2.1,8%,0%,4%,-14%
Cc1cc(C(=O)COC(=O)C2=NNC(=O)CC2)c(C)n1-c1cccc(C(F)(F)F)c1,-1%,.,-1.7,0.4,-3%,11%,-11%,8%
CCOC(=O)c1ccc(N2C(=O)CC(N(Cc3ccc4c(c3)OCO4)C(=O)Nc3ccccc3)C2=O)cc1 (stereo not drawn),-6%,.,-3.6,0.7,11%,-8%,11%,-2%
CN(C)S(=O)(=O)c1ccc(NC(=O)C2CC3C=CC2C3)cc1 (stereo not drawn),-5%,5,-0.5,1.2,4%,5%,7%,3%
O=C(COC(=O)c1ccc(Cl)cc1[N+](=O)[O-])NC(=O)c1ccccc1,-3%,-3,0.9,1.4,14%,-1%,4%,-23%
CCc1ccc(C(=O)Nc2ccc(C)c(NS(C)(=O)=O)c2)cc1,0%,-6,0.4,1.9,-6%,-1%,2%,10%
C[C@H]1CN=C(N(C)C)N1CCCC1CCCC1,-14%,0,-0.4,-0.8,-4%,5%,1%,0%
CN(Cc1ccc2ccccc2c1)C(=O)c1ccc(C(F)(F)F)cc1,-16%,-1,0.9,0.5,11%,10%,16%,5%
CC[C@@H](C)[C@H](NC(=O)C1CCN(C(=O)[C@@H](NS(=O)(=O)c2ccc(C)cc2)C(C)C)CC1)C(=O)O,-3%,10,-0.2,-3.4,-6%,5%,5%,-4%
N/C(Cc1cccc2ccccc12)=N\OC(=O)c1cccs1,-2%,-15,0.9,0.4,0%,4%,-6%,6%
COc1cccc(NC(=O)CN(C)C(=O)CCCc2nc3ccccc3s2)c1,-8%,-6,-3.0,-1.2,-2%,-2%,7%,-12%
COc1ccccc1NC(=O)CCN1C(=O)/C(=C\c2cc(OC)c(OC)c(OC)c2)SC1=S,1%,7,-1.0,1.3,8%,-10%,6%,17%
O=C(CCN1CCOCC1)Nc1cc(C(=O)Nc2ccccc2F)ccc1N1CC2CC(C1)c1cccc(=O)n1C2 (stereo not drawn),-12%,9,-2.4,0.5,13%,-2%,-1%,14%
CCOC(=O)CC1C(=O)NCCN1C(=O)c1cc2c(=O)n3cccc(C)c3nc2s1 (stereo not drawn),-5%,-5,0.9,0.6,3%,-21%,12%,-4%
COc1ccc(OC)c(C2=NOC(C(=O)NCC3CCCO3)C2)c1 (stereo not drawn),-13%,.,0.2,-3.7,7%,7%,12%,-10%
COc1cc(NC(=O)COC(=O)CNC(=O)c2ccc(C)s2)cc(OC)c1,24µM*,-9,0.3,1.2,-1%,8%[57.1 µM],7%,-20%
O=C(Nc1ccc(Cl)cc1)c1cc(S(=O)(=O)N2CCOCC2)cs1,-3%,.,-2.4,-2.4,14%,0%,12%,-19%

# Bioassay records from PubChem BioAssay.
